HDAC3 inhib: HDAC3 deacetylase inhibitors, primary screen, biochemical, fluorescence, cell-free homogeneous | Histone deacetylase 3 (Homo sapiens), O15379 | recombinant HDAC3, fluorogenic peptide/trypsin coupled | inhibition, % at 8.3 µM | actives 0.15% (n = 320,000) | AID 2718, 2010; in the data active = inhibition above about 26%, passing the limit was not always enough
Target sequence (O15379 whole entry, looked up): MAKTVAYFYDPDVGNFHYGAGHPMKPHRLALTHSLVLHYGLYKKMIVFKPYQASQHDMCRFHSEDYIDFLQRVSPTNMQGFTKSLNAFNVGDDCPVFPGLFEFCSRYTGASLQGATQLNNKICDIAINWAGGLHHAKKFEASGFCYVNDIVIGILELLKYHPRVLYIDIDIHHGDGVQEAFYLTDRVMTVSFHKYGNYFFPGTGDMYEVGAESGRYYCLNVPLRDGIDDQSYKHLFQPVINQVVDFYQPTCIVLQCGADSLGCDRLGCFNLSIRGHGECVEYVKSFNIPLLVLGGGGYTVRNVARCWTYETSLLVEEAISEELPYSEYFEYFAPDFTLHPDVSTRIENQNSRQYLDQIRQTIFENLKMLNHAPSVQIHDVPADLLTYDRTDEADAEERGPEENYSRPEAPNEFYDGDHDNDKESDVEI
AI-2 QS modul: Vibrio harveyi AI-2 quorum sensing modulators, primary screen, JMH597 strain, luminescence/OD600 ratio. Vibrio harveyi JMH597 AI-2 luminescence/OD600 ratio, 9 h; stronger effect = lower value; strain lacks LuxN and CqsS sensors; 0 = neutral-control median. activity change, % at 7.5 µM. actives 0.4% (n = 300,000). AID 2094, 2009; in the data active = activity change below about -75%, passing the limit was not always enough;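 note: luminescence divided by OD600 gain over 9 h not by final OD600 alone; inactives centre near 13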
HIF activator: HIF pathway transcriptional activators, primary screen, cell-based, U2OS HRE-luciferase, luminescence. U2OS HRE-luciferase reporter; normalized: DMSO 0%, desferrioxamine 100%. activation, % at 7.5 µM (by protocol). actives 0.32% (n = 300,000). AID 1910, 2009;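 active = mean activation of at least 10% of the iron chelator positive control signal, with at least half of replicates also reaching 10%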
aSyn 5UTR inh: MLPCN primary screen, SNCA 5' untranslated region. alpha-synuclein 5'UTR reporter, inhibitor activity. actives 0.82% (n = 300,000). inhibition, % (tested at 7.5 µM); in the data active = inhibition above about 60%;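 note: H4 neuroglioblastoma cells stably carrying SNCA 5'UTR luciferase fusion; 0% = DMSO wells and 100% = positive control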
HSP90 refold inh: HSP90 inhibitors, primary screen, cell lysate, luminescence. Heat shock protein HSP 90 (rabbit reticulocyte lysate; luciferase refolding). Rabbit reticulocyte lysate, luciferase refolding luminescence, 3 h. inhibition, % at 5.6 µM. actives 0.91% (n = 290,000). AID 1789, 2009;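 active = inhibition above the screen-wide mean plus 3 SD, computed separately per campaign, cut at about 16% in these data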;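 note: 0% = DMSO wells and 100% = 60 µM geldanamycin wells; inhibitors lower the luminescence because luciferase stays unfolded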
Platelet DG rel: inhibitors of platelet dense granule secretion, primary screen, cell-based, MLPCN, human platelets | inhibition, %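 (compounds screened at 7.5 µM in platelet-rich plasma)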 | actives 0.22% (n = 300,000) | human platelet-rich plasma, SFLLRN dense granule ATP release, luminescence | AID 1663, 2009;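 active = mean replicate score, as percent of positive control, at or above 50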
IEC-6 cytotox: cytotoxicity in IEC-6 intestinal epithelial cells, primary screen, cytotoxicity control for KLF5 inhibitor project, cell-based, luminescence | IEC-6 cytotoxicity, luminescence viability | inhibition, % at 5 µM | actives 0.78% (n = 290,000) | AID 1825, 2009; in the data active = inhibition above about 22%;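 note: 0% = plate median of test compound wells and 100% = cytotoxic reference compound wells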
KLF5 inhibitor: KLF5 expression inhibitors, primary screen, DLD-1 cells, luminescence; DLD-1 KLF5 promoter-luciferase reporter; inhibition, % at 5 µM; actives 0.23% (n = 290,000); AID 1700, 2009;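 active = inhibition above a per-plate limit of that plate's mean compound inhibition plus 3 SD, cut at about 60% in these data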;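 note: 0% = DMSO wells and 100% = LY294002 at 200 µM; higher means less KLF5 promoter-driven luciferase light; inactives centre near -14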
HSF1 inhib: HSF1 inhibitors in luciferase reporter cells, primary screen, cell-based, NIH3T3, luminescence; NIH3T3-HGL HSE-luciferase, MG132-induced, luminescence 8 h; stronger effect = lower value; activity change, negative = inhibition, % at 7.5 µM (by protocol); actives 0.77% (n = 300,000); AID 2098, 2009;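 active = more than half of replicate wells show activity change below -50%, luminescence cut by over half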;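 note: luciferase reports HSF-1 transcriptional activity via heat shock element; 0% = median of DMSO wells and -100% = zero luminescence signal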
HSF1 activator: HSF-1 activators, primary screen, NIH3T3-HGL cells, MG132 stress, luminescence, single point | AID 504408, 2011 | NIH3T3-HGL HSF-1 luciferase reporter, 8 h; 100% = twice DMSO control signal | activation, % at 9 µM | actives 1.7% (n = 300,000);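 active = mean replicate activation of at least 50% with a set share of replicates each reaching 50%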;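 note: 0% = median of the neutral control wells and 100% = twice that signal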
The depositor's hits bear a star; / = no result given.

SMILES	HDAC3 inhib	AI-2 QS modul	HIF activator	aSyn 5UTR inh	HSP90 refold inh	Platelet DG rel	IEC-6 cytotox	KLF5 inhibitor	HSF1 inhib	HSF1 activator
O=C(COc1ccccc1)Nc1cccc(-c2nc3cc4ccccc4cc3[nH]2)c1	-15	23	4.7	-140	0	26	15	-139	15	32
CCOc1cccc(-c2csc(C3COc4ccccc4O3)n2)c1 (stereo not drawn)	-8	20	2.5	-106	-6	9	-5	-11	19	19
COc1ccc2c(c1)C(c1cccs1)=NNC(c1ccncc1)=N2	-3	-10	0.3	17	-1	0	-3	-16	6	22
Cc1cc(Cl)c(S(=O)(=O)NC2CCCC2)cc1OCC(N)=O	9	-2	-0.1	-1	0	1	-8	-26	1	-3
Cc1c(C(=O)Nc2ccc(F)cc2)oc2ccc(S(=O)(=O)N3CC(C)CC(C)C3)cc12 (stereo not drawn)	-3	36	-0.4	-11	2	-8	5	-4	-5	-3
CN1CCN(NC(=O)c2cc(-c3ccc(Cl)s3)nc3ccccc23)CC1	-8	/	0.6	7	1	12	12	-29	5	5
Cc1ccc(NC(=O)CSc2nnc(C3COc4ccccc4O3)o2)c(Cl)c1 (stereo not drawn)	-2	14	0.3	20	2	2	-2	7	17	33
COc1cccc(CN2CCN(C(=O)Nc3ccc([N+](=O)[O-])cc3)CC2)c1	0	24	-0.2	38	0	2	5	-23	-2	-19
CCCn1c(N2CCN(C(=O)N3CCCCC3)CC2)nc2ccccc21	2	21	-0.2	11	-1	-3	9	-12	-2	-15
CS(=O)(=O)NCc1nnc(SCc2c(F)cccc2Cl)o1	0	11	-0.7	14	-6	2	-7	-37	1	15
COc1ccc(NC(=O)C2CCCN2C(=O)Oc2ccccc2)cc1 (stereo not drawn)	3	18	0.4	5	0	3	-3	1	-5	-16
O=C(NC1CCCCC1)N1CCN(c2ccccc2)CC1	2	12	0.0	8	4	5	-3	-8	-2	0
Cn1c(=O)oc2cc(S(=O)(=O)Nc3cccc(C(=O)O)c3)ccc21	-12	-15	0.2	7	-2	-8	-2	-16	/	/
CNC(=S)NNC(=O)Cc1ccc(OC)c(OC)c1	2	7	-0.5	32	-5	0	-5	-10	-1	5
OC(CN1CCCC1)Cn1ccc2ccccc21 (stereo not drawn)	3	16	-0.5	4	2	9	-2	-25	-11	2
CCN(CCn1cccn1)C(=O)CCc1nnc(-c2ccc3c(c2)OCO3)o1	-3	9	0.4	5	-3	-1	2	-12	5	7
COc1ccccc1-n1c(CNc2ccc(F)cc2)nnc1SCC(=O)Nc1cc(C)on1	-5	11	0.0	6	-1	41	1	-25	7	4
CCCC(=O)N/C(N)=N/c1nc(C)c2ccccc2n1	-12	27	0.5	1	0	-22	5	-15	3	7
COc1cc(C(=O)OCC(=O)c2cc(C)n(C)c2C)cc(NC(=O)c2ccco2)c1OC	-1	19	-0.2	12	-5	4	-3	-6	0	4
Clc1ccc(C2CSc3c4ncnc-4ncn32)cc1 (stereo not drawn)	10	15	-0.3	-23	4	3	3	-3	-12	3
O=C1C(Cc2ccc(F)cc2)SC(=Nc2ccccc2)N1c1ccccc1 (stereo not drawn)	9	-2	-0.7	11	-2	13	-7	11	15	10
CC(C)(C)C1=C(C#N)C(c2ccncc2)C(C#N)=C(N)O1 (stereo not drawn)	5	15	-0.1	-29	-5	-2	0	-10	3	-3
COc1ccc(OC)c(CN2CCC(C(=O)N3CCN(c4ccccc4F)CC3)CC2)c1	0	17	0.1	16	-1	2	-7	-23	-6	9
CCOCCn1c(CN2CCOCC2)nc2c1c(=O)[nH]c(=O)n2C	/	32	0.4	-17	-6	2	-3	-9	6	3
Cc1cccc2c1-c1sc(C(=O)NCCCN3CCC(C)CC3)cc1CO2	-153	8	0.0	31	1	1	1	-18	-1	-4
O=[N+]([O-])c1cccnc1Oc1ccc(F)cc1	0	28	-0.3	22	1	-8	-1	-4	-10	6
Cc1cccc(N2CCN(CCNC(=O)c3cc4c(s3)CS(=O)(=O)C4)CC2)c1C	1	70	-0.3	14	1	1	1	-44	1	-3
Cc1oncc1C(=O)Nc1ccc2ccccc2c1	/	3	-20	-55	-2	-10	11	-87	42	66*
O=C(NCc1ccccc1)NC12CC3CC(CC(C3)C1)C2	1	22	-0.4	4	5	-4	-5	-9	0	5
O=C1C(=C2SCCCS2)CC/C1=C\c1ccc(F)cc1	2	12	-2.1	119*	54*	-24	3	-82	-75*	-78
CCOc1ccc(N(C)S(=O)(=O)c2cnc[nH]2)cc1	2	10	/	20	0	13	-4	-20	-3	-3
O=C(N1CCCC1)N1CCN(S(=O)(=O)c2ccccc2)CC1	-11	-3	0.2	12	1	5	2	-11	-2	5
O=C(O)CC/C(=N\Nc1ccc([N+](=O)[O-])cc1)c1ccccc1	10	-26	-0.2	8	2	1	6	-19	3	-4
CCCC(=O)OC(C(=O)Nc1cc(C(F)(F)F)ccc1Cl)c1ccccc1 (stereo not drawn)	7	-1	-0.5	13	5	20	1	18	3	30
O=C(NN=C1CCCCC1)c1ccccc1-n1cccc1	-4	6	-0.2	-1	-2	25	4	7	2	9
COc1cccc(Cn2c(=O)oc3ccccc32)c1	-1	-9	2.5	-77	0	-4	0	-23	8	23
Cc1cc(NC(=O)Cn2cc([N+](=O)[O-])cn2)n(Cc2ccc(F)cc2)n1	4	4	0.0	-2	4	-8	-5	-14	-8	-7
COc1ccc(C(=O)Nc2ccc(/C(C)=N/NC(=O)c3ccncc3)cc2)cc1	/	17	2.0	-108	-2	1	2	-119	10	18
CCN(CC(=O)NCc1cccs1)C(=O)c1cccc(S(=O)(=O)Nc2ccccc2Cl)c1	/	26	0.4	13	/	-4	/	/	-33	-31
CCC(C)NS(=O)(=O)c1ccc(NS(=O)(=O)c2ccccc2[N+](=O)[O-])cc1 (stereo not drawn)	6	32	-1.4	9	0	-7	0	-41	-3	-9
O=S(=O)(Cc1ccccc1Cl)NCc1ccccc1	2	17	0.3	-6	-4	-5	-8	-32	-10	13
Cc1nn(C)c(C)c1C(C)NC(=O)c1cc(COc2cncc(Cl)c2)on1 (stereo not drawn)	2	8	0.2	20	0	2	1	-8	2	-1
CCOC(=O)c1ccc(NC(=O)CSc2nnc(CNC(=O)c3ccco3)o2)cc1	3	6	-0.3	27	0	-9	-3	-12	1	-1
CN(C)CCCCOc1ccc(F)cc1	4	17	0.2	1	3	-7	-9	-9	5	-5
CC(=O)C1=C(C)NC(SCC(=O)c2ccc(-c3ccccc3)cc2)=C(C#N)C1c1cccnc1 (stereo not drawn)	-5	/	/	/	2	/	-1	-15	/	/
O=C(Nc1ccccc1N1CCCC1)C1CCN(C(=O)c2ccc(F)cc2)CC1	-4	16	1.7	-1	/	2	/	/	0	-3
Cc1ccc(C(=O)Cn2c(C(=O)O)cc3ccccc32)cc1	2	28	-1.4	12	0	4	-1	-21	-1	-3
Cc1ccc(S(=O)(=O)NC(Cc2ccccc2)C(=O)NN)cc1 (stereo not drawn)	-3	8	-9.1	3	-4	-2	2	-34	-39	-53
CCOC(=O)C(CC)n1nc(C)n2c(cc3sccc32)c1=O (stereo not drawn)	0	48	-0.2	2	1	-9	2	0	5	21
Cc1cc(C)nc(N2CCN(c3ncnc4c3cnn4Cc3ccc(Cl)cc3Cl)CC2)n1	12	18	-0.2	6	/	3	/	/	-2	-3
O=C(COC(=O)CNC(=O)c1ccccc1)Nc1ccc(S(=O)(=O)N2CCCC2)cc1	-11	40	-0.4	-2	5	2	2	7	0	-4
CCOC(=O)Cc1csc(SCC(=O)Nc2cc(Cl)ccc2Oc2ccccc2)n1	8	11	0.2	7	3	10	1	-10	9	8
CC(OC(=O)/C=C/c1cccs1)C(=O)NC1CCCCC1C (stereo not drawn)	1	17	-0.5	-1	-2	-1	-2	-17	0	-10
Oc1ccc(/C=N\Nc2nncc(-c3ccccc3)n2)cc1	1	8	-0.1	-174	0	2	-2	-29	10	19
Cn1c(=O)c2c(ncn2CC(=O)N/N=C/C=C/c2ccccc2[N+](=O)[O-])n(C)c1=O	4	40	0.4	-22	1	1	0	2	3	-12
Cn1c(=NC(=O)CCS(=O)(=O)c2ccccc2)sc2cc(F)ccc21	1	5	-1.1	10	/	18	/	/	-31	-36
O=c1c2ccccc2nnn1CCN1CCOCC1	-7	12	0.1	5	-4	1	4	-13	-15	-30
Cc1cc(Cl)ccc1NC(=O)c1ccc2c(c1)OCO2	2	22	6.5	-231	-1	-1	-4	-146	36	48
COc1ccccc1N1CCN(C2CCCCC2NS(=O)(=O)c2ccccc2)CC1 (stereo not drawn)	-6	24	-0.3	25	6	-3	9	5	1	-12
COc1cc(/C=C2/NC(=O)N(CC(=O)Nc3cccc(C)c3)C2=O)ccc1OCC(N)=O	-7	14	0.2	12	-1	-1	-2	-24	-2	0
(more compounds)
SMILES	HDAC3 inhib	AI-2 QS modul	HIF activator	aSyn 5UTR inh	HSP90 refold inh	Platelet DG rel	IEC-6 cytotox	KLF5 inhibitor	HSF1 inhib	HSF1 activator
Nc1nonc1C(=O)N/N=C/c1cc2c(cc1Br)OCO2	-4	-8	0.0	-3	3	6	3	-14	-3	-21
CC(C)OC(=O)CSc1nnc(-c2cccnc2)n1N	7	1	0.1	-2	4	1	-1	-35	-4	3
O=C(CN1CCCN(S(=O)(=O)c2ccc(Br)cc2)CC1)Nc1ccc2cn[nH]c2c1	/	2	-0.1	9	6	1	16	0	4	3
FC(F)(F)c1nnc(-c2ccccc2)nc1Sc1ccccc1	2	-4	0.3	15	3	2	-1	2	261	260*
COCC(C)NC(=O)c1cc(S(=O)(=O)N2CCCCC2)ccc1N1CCOCC1 (stereo not drawn)	0	-15	-12	5	-2	-6	-12	-22	7	15
CCOC(=O)c1sc2ncn(/N=C/c3cccnc3)c(=O)c2c1C	-1	45	0.0	-7	7	1	6	-29	-6	0
CC(C(=O)N1CCN(Cc2ccccc2)CC1)c1ccc([N+](=O)[O-])cc1 (stereo not drawn)	0	1	-0.1	-5	6	14	9	1	3	3
Cc1onc(-c2ccccc2Cl)c1C(=O)NCc1ccc(N2CCCC2=O)cc1	2	12	-2.5	9	7	9	-6	-19	0	2
C=CCN1c2ccccc2[C@]23C[C@@H](C(=O)OC)N(C(=O)NCCC)C2=NC(C(=O)OC)=C(C(=O)OC)[C@H]13	-3	21	-0.1	22	/	3	/	/	1	-11
CSCCC(NC(=O)c1ccc(Cl)cc1Cl)C(=O)NCc1ccccn1 (stereo not drawn)	1	17	0.2	17	-5	-9	-5	-9	9	36

Compound profiles, from the list above:
Profile of Cc1nn(C)c(C)c1C(C)NC(=O)c1cc(COc2cncc(Cl)c2)on1 (stereo not drawn) : HDAC3 inhib: 2; AI-2 QS modul: 8; HIF activator: 0.2; aSyn 5UTR inh: 20; HSP90 refold inh: 0; Platelet DG rel: 2; IEC-6 cytotox: 1; KLF5 inhibitor: -8; HSF1 inhib: 2; HSF1 activator: -1
Profile of O=C(COc1ccccc1)Nc1cccc(-c2nc3cc4ccccc4cc3[nH]2)c1 : HDAC3 inhib: -15; AI-2 QS modul: 23; HIF activator: 4.7; aSyn 5UTR inh: -140; HSP90 refold inh: 0; Platelet DG rel: 26; IEC-6 cytotox: 15; KLF5 inhibitor: -139; HSF1 inhib: 15; HSF1 activator: 32
